UGM FP inh: inhibitors of M. tuberculosis UDP-galactopyranose mutase; P9WIQ1; purified UGM, fluorescence polarization probe displacement; inhibition, % at 10 µM; 320,000 compounds, 0.06% hits; AID 504406; in the data active means inhibition above about 10%, passing the limit was not always enough; inconclusive means no clear call, values can overlap the other calls
Target sequence (P9WIQ1 whole entry, looked up): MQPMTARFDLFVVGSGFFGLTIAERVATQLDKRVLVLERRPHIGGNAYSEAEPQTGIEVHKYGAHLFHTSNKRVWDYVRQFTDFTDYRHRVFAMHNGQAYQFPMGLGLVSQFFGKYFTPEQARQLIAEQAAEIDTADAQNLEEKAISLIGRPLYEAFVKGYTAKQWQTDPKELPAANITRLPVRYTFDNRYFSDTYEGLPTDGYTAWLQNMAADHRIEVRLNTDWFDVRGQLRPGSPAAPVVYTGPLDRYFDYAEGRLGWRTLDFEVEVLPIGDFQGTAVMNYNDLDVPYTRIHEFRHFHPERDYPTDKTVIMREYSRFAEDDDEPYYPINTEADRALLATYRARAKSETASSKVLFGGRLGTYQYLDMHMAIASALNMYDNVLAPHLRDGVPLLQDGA
PrPC TRFRET: inhibitors of human cell surface prion protein PrPC; AID 720596; 370,000 compounds, 0.43% hits; inhibition, % at 13.8 µM; P04156; TR-FRET read-out; in the data active means inhibition above about 24%; further: 0% = median of the test wells and 100% = reference compound wells
FadD28 FP inh: blocks FadD28 binding to the bisubstrate probe | fluorescence polarization | inhibition, % at 12.5 µM | 360,000 compounds, 0.22% hits; in the data active means inhibition above about 8.5%, passing the limit was not always enough; inconclusive means no clear call, values can overlap the other calls
Mtb FBA inh: Mtb fructose-bisphosphate aldolase inhibition; P9WQA3; purified M. tuberculosis FBA, fluorescence read-out; inhibition, % at 1 µM; 360,000 compounds, 2.3% hits; AID 588726; in the data active means inhibition above about 27%;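 further: 0% = vehicle and 100% = reference inhibitor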
Target sequence (P9WQA3 whole entry, looked up): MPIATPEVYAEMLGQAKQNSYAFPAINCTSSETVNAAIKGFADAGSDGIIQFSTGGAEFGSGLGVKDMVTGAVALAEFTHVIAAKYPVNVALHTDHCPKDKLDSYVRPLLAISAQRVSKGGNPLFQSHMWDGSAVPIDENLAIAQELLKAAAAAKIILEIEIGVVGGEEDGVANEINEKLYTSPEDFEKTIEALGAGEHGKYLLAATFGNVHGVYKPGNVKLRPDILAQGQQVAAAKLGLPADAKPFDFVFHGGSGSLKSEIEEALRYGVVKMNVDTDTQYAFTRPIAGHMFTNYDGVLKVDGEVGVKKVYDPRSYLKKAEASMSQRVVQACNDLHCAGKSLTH
Mtb BioA inh: BioA (M. tuberculosis) enzyme inhibition; purified M. tuberculosis BioA enzyme, plate reader; inhibition, % at 9.99 µM; 360,000 compounds, 0.096% hits; AID 602481; in the data active means inhibition above about 40%; inconclusive means no clear call, values can overlap the other calls
CCHFV vOTU inh: CCHFV vOTU protease inhibition | inhibition, % at 11.5 µM | Pep-AMC fluorescence | 370,000 compounds, 0.55% hits; further: 0% = vehicle wells with enzyme and 100% = no enzyme wells
BoNT-F LC inh: blocks Botulinum neurotoxin F light chain protease; Multiplex microsphere protease cleavage assay, flow cytometry; inhibition, % at 10 µM; 360,000 compounds, 0.22% hits; AID 588497; in the data active means inhibition above about 35%, passing the limit was not always enough; inconclusive means no clear call, values can overlap the other calls; further: plate controls were buffer without enzyme for full effect and enzyme alone for no effect
GDH-TPI counter: counter-screen for M. tuberculosis FBA inhibitors: GDH-TPI coupled enzymes; GDH-TPI coupled enzyme counterscreen, NADH absorbance; inhibition, % at 4.8 µM; 360,000 compounds, 1.2% hits; AID 588335;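 further: 0% = DMSO wells and 100% = wells lacking the enzyme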
BoNT-A LC inh2: inhibitors of Botulinum neurotoxin A light chain protease | 360,000 compounds, 0.17% hits | inhibition, % at 10 µM | multiplex microsphere protease substrate cleavage, flow cytometry; in the data active means inhibition above about 30%; inconclusive means no clear call, values can overlap the other calls; further: plate controls were buffer without enzyme for full effect and enzyme alone for no effect
* = called active by the depositor; ? = inconclusive; . = no result given. Unless noted, no stated cut-off is given here; in the data, active means inhibition above about 30%; inactive means the rest.

Each structure is followed by: UGM FP inh, PrPC TRFRET, FadD28 FP inh, Mtb FBA inh, Mtb BioA inh, CCHFV vOTU inh, BoNT-F LC inh, GDH-TPI counter, BoNT-A LC inh2
1	O=C1CC(Cc2ccc(Br)cc2)C(=O)N1c1ccccc1 (configuration not stated)
  0.4, 2, -2.3, 4, -1.1, -7, ., 9, .
2	O=C(Nc1ccccc1C(F)(F)F)c1cc(-c2ccccc2O)on1
  2.4, -1, -3.6, 2, -1.9, 4, -9, 10, -1.4
3	COc1ccc(C(=O)N(Cc2ccccc2)c2cccc(C)c2)cc1
  -0.8, -4, -0.9, 0, 2.4, 6, -2, 1, 2.6
4	CCn1c(CNC(=O)c2ccco2)nnc1SCC(=O)c1ccccc1
  2.4, -4, -1.4, 2, ., -10, 0, -4, 0.2
5	COc1ccc(-c2nnc(SCC(=O)Nc3cc(S(=O)(=O)N4CCCCC4)ccc3Cl)n2N)cc1
  1.5, 9, -5.1, 2, 1.0, -8, -5, -2, -0.6
6	O=C(Nc1ccccc1C(=O)NCc1cccnc1)c1ccco1
  1.1, -6, -1.7, -3, -0.2, 3, 11, -1, -0.9
7	Cc1cccc(-n2c(O)c(C=NCCN3CCCCC3)c(=O)[nH]c2=O)c1
  4.1, -4, 0.5, -2, -0.7, 1, ?, 14, -3.3
8	O=C(Nc1nccs1)c1ccc(-c2ccccc2[N+](=O)[O-])o1
  -0.3, -5, -4.0, -1, 2.3, 10, -1, 15, 0.5
9	Cc1ccc(S(=O)(=O)N(C)c2ccc(C(=O)NCc3cccnc3)cc2)cc1
  -1.0, -4, -2.5, 5, -0.4, 23, -1, 10, -3.4
10	Fc1ccc(CNc2nc(-c3cccnc3)nc3ccccc23)cc1
  0.7, -6, -6.5, 3, -0.4, 10, -8, 6, 4.6
11	O=C(CCN1C(=O)c2ccccc2C1=O)NCc1ccco1
  1.3, 5, -1.0, -2, 0.4, 6, 2, 4, 0.8
12	CN(CC(=O)Nc1ccc(F)cc1)C(=O)COC(=O)c1ccc(=O)n(Cc2ccccc2)n1
  -0.5, -6, -1.0, 1, -0.3, 9, 6, 12, -0.1
13	COc1ccc(C(=O)NCc2nnc(SCC(=O)N3CCCC3)o2)cc1OC
  7.6, -2, 0.2, -1, -0.6, 15, ., 4, .
14	O=C(c1ccncc1)N1CCN(S(=O)(=O)c2cc(C(F)(F)F)cc(C(F)(F)F)c2)CC1
  -0.1, 2, 0.2, 4, -1.1, -14, -4, -4, -2.4
15	CCn1c(N2CCN(S(=O)(=O)c3ccc(F)cc3)CC2)nc2ccccc21
  1.4, 2, -2.7, -1, 0.2, 11, 1, -1, -0.7
16	O=C(COc1ccc(Br)cc1)NCCO
  -1.0, 1, 0.1, 3, ., -3, 4, -5, -0.1
17	COc1cc(C)cc(C(=O)O)c1C1=C(O)c2cccc(O)c2C(=O)C1=O
  3.7, -22, 0.4, 0, 1.1, 13, -6, 1, -0.3
18	Cn1c(=O)c2c(nc3n2CCS3)n(C)c1=O
  -0.9, 3, 0.1, 2, -0.2, -9, -1, 0, 1.4
19	CCn1c(C)csc1=NC(=O)c1ccccc1
  3.3, -3, -0.7, -8, -3.1, 16, -4, 34*, -0.4
20	O=C(O)C1C2CCC(C2)C1C(=O)Nc1ccc(Cl)c(Cl)c1 (configuration not stated)
  1.7, 6, -3.8, 1, ., 3, -19, -2, -2.7

The closing 2 records of the part before lead into the next:
Each structure is followed by: UGM FP inh, PrPC TRFRET, FadD28 FP inh, Mtb FBA inh, Mtb BioA inh, CCHFV vOTU inh, BoNT-F LC inh, GDH-TPI counter, BoNT-A LC inh2
19	CCn1c(C)csc1=NC(=O)c1ccccc1
  3.3, -3, -0.7, -8, -3.1, 16, -4, 34*, -0.4
20	O=C(O)C1C2CCC(C2)C1C(=O)Nc1ccc(Cl)c(Cl)c1 (configuration not stated)
  1.7, 6, -3.8, 1, ., 3, -19, -2, -2.7
21	CCOc1cc(C)nc(N2CCC(C(=O)Nc3ccccc3OCC)CC2)n1
  -0.9, -2, 1.5, 0, 3.1, -7, -5, 2, -0.6
22	Cc1ccc(C(=O)c2ccccc2C(=O)O)c(O)c1
  -1.3, -1, -4.2, -3, -0.7, -4, -6, -6, 0.0
23	Cc1nn(CC(=O)OCC(=O)Nc2cccc(S(N)(=O)=O)c2)c(C)c1[N+](=O)[O-]
  -0.2, 2, -1.7, -2, 0.5, -5, -13, 2, -0.5
24	Cc1cccc(CN2CCN(C3CN(Cc4cn(Cc5ccccc5C(F)(F)F)nn4)S(=O)(=O)C3)CC2)c1 (configuration not stated)
  ., 6, -3.8, -2, 0.6, -1, 9, ., 0.1
25	COc1cc2c(cc1NC(=O)CN(C)Cc1ccc(OC)c(OC)c1)oc1ccccc12
  1.2, 0, 1.7, -1, -0.2, 1, -5, 10, -0.7
26	CSCc1ccc(C(=O)NCC(c2cccs2)N2CCOCC2)cc1 (configuration not stated)
  -1.2, 3, -0.7, 1, ., 1, 4, 2, -3.1
27	CC(=O)N1CC(C)Sc2ccc(S(=O)(=O)NCCc3ccccc3)cc21 (configuration not stated)
  -2.5, 11, 0.2, -4, 4.3, -1, 4, -4, 4.0
28	CC(C)(C)C1CCCCC1NC(=O)c1ccncc1 (configuration not stated)
  1.5, -5, -2.9, -1, -1.4, 4, -19, 9, 0.8
29	CC(C)C(NC(=O)c1ccccc1)C(=O)OCC(=O)N1CCCC1 (configuration not stated)
  -0.1, -6, -3.1, 1, -0.3, -7, 1, 6, -0.1
30	CC(=O)Nc1cccc(OCc2c(F)cccc2Cl)c1
  -0.5, 14, -9.6, -2, ., 18, -8, 2, -0.6
31	CCOCCC(=O)Nc1ccc2c(c1)c(=O)n(C)n2-c1ccc2ccccc2c1
  ., 14, -2.8, 1, 2.8, -5, -6, 12, 0.2
32	O=C(CN1C(=O)S/C(=C\c2cccc(Cl)c2)C1=O)NC1C=CS(=O)(=O)C1 (configuration not stated)
  -0.6, -5, -3.4, 1, -1.4, 7, -5, 4, -0.7
33	O=C(Cc1ccc(Cl)cc1)SCc1ccccc1
  2.6, -2, 1.2, -1, -1.8, 6, -3, 5, 0.0
34	CCCNC(=O)C(Sc1ccccc1)c1ccccc1 (configuration not stated)
  -0.3, -3, -4.7, 1, -0.9, -22, 1, 7, 0.5
35	CN(C)c1ccc(/C=C2/C=C(c3ccc4c(c3)CCCC4)OC2=O)cc1
  0.0, -1, -3.3, 4, ., 5, -25, -9, 0.4
36	O=C(O)CNC(=O)c1ccc2c(c1)OCCO2
  0.6, 5, -1.4, 2, 0.3, -16, -4, 6, -0.5
37	CCc1nc2ccc(C(=O)NC3CCN(Cc4ccccc4)CC3)cn2c1N(C)Cc1cccs1
  ., -14, -2.2, -1, -1.0, 9, -10, 3, -0.8
38	CC(=O)c1ccc(N2CCN(C(=O)c3cccs3)CC2)c(F)c1
  -2.5, 1, 0.2, 1, ?, -11, 4, 11, 0.2
39	CC(C)C[C@H](NC(=O)N1c2ccccc2NC(=O)[C@@H]1C(C)C)C(=O)N1CCC[C@@H]1C(=O)O
  -1.2, 4, -3.2, 0, -1.0, 13, -47, -1, -2.1
40	O=C(OCCN=C1NS(=O)(=O)c2ccccc21)c1cccc([N+](=O)[O-])c1
  -1.3, -8, -0.3, -2, 2.6, -3, -23, -1, -3.7

Eleven structures out of the list, ordered by number of heavy atoms, rising:
Each structure is followed by: UGM FP inh, PrPC TRFRET, FadD28 FP inh, Mtb FBA inh, Mtb BioA inh, CCHFV vOTU inh, BoNT-F LC inh, GDH-TPI counter, BoNT-A LC inh2
16	O=C(COc1ccc(Br)cc1)NCCO
  -1.0, 1, 0.1, 3, ., -3, 4, -5, -0.1
19	CCn1c(C)csc1=NC(=O)c1ccccc1
  3.3, -3, -0.7, -8, -3.1, 16, -4, 34*, -0.4
28	CC(C)(C)C1CCCCC1NC(=O)c1ccncc1 (configuration not stated)
  1.5, -5, -2.9, -1, -1.4, 4, -19, 9, 0.8
11	O=C(CCN1C(=O)c2ccccc2C1=O)NCc1ccco1
  1.3, 5, -1.0, -2, 0.4, 6, 2, 4, 0.8
38	CC(=O)c1ccc(N2CCN(C(=O)c3cccs3)CC2)c(F)c1
  -2.5, 1, 0.2, 1, ?, -11, 4, 11, 0.2
35	CN(C)c1ccc(/C=C2/C=C(c3ccc4c(c3)CCCC4)OC2=O)cc1
  0.0, -1, -3.3, 4, ., 5, -25, -9, 0.4
23	Cc1nn(CC(=O)OCC(=O)Nc2cccc(S(N)(=O)=O)c2)c(C)c1[N+](=O)[O-]
  -0.2, 2, -1.7, -2, 0.5, -5, -13, 2, -0.5
31	CCOCCC(=O)Nc1ccc2c(c1)c(=O)n(C)n2-c1ccc2ccccc2c1
  ., 14, -2.8, 1, 2.8, -5, -6, 12, 0.2
39	CC(C)C[C@H](NC(=O)N1c2ccccc2NC(=O)[C@@H]1C(C)C)C(=O)N1CCC[C@@H]1C(=O)O
  -1.2, 4, -3.2, 0, -1.0, 13, -47, -1, -2.1
5	COc1ccc(-c2nnc(SCC(=O)Nc3cc(S(=O)(=O)N4CCCCC4)ccc3Cl)n2N)cc1
  1.5, 9, -5.1, 2, 1.0, -8, -5, -2, -0.6
24	Cc1cccc(CN2CCN(C3CN(Cc4cn(Cc5ccccc5C(F)(F)F)nn4)S(=O)(=O)C3)CC2)c1 (configuration not stated)
  ., 6, -3.8, -2, 0.6, -1, 9, ., 0.1

(cont.)
Each structure is followed by: UGM FP inh, PrPC TRFRET, FadD28 FP inh, Mtb FBA inh, Mtb BioA inh, CCHFV vOTU inh, BoNT-F LC inh, GDH-TPI counter, BoNT-A LC inh2
41	COC(=O)N/N=C/c1sc(N2CCCCC2)nc1-c1cccs1
  1.5, 8, -4.5, -1, -0.7, -7, -5, 5, 2.4
42	CCOC(=O)Cn1nc(C)c(NC(=O)COc2cccc(Cl)c2)c1C
  -0.6, 5, -3.2, 0, ., 3, -9, 12, -0.7
43	Cc1ccc(S(=O)(=O)N[C@H](C(=O)N2CCC(C(=O)N[C@@H](CCC(N)=O)C(=O)O)CC2)C(C)C)cc1
  1.1, 0, -0.7, 1, -0.8, 0, -3, 1, -1.5
44	CCN(C(=O)Cn1nc(C)n2c(cc3cc(C)ccc32)c1=O)c1ccccc1
  0.6, -8, -5.6, 24, -0.6, 8, 4, 5, 0.8
45	O=C(CCN1CCN(c2ccccc2)CC1)NNC(=S)Nc1ccccc1Cl
  0.7, 9, -1.8, 1, ., 1, -5, 2, -0.6
46	COc1cccc(NCc2cc(=O)oc3cc(C)c(C(C)C)cc23)c1
  0.9, 9, -1.9, -5, -2.4, -7, -8, 8, 0.4
47	Cc1ccc(NC(=O)CSc2ncccn2)cc1S(=O)(=O)N1CCOCC1
  0.3, 10, -0.4, -1, 0.7, 7, -5, -12, -0.6
48	Cc1cc(C)n2nc(C(=O)Nc3ccc4c(c3)CCC4)nc2n1
  0.6, -3, 0.0, 3, 1.1, -9, 0, -1, -1.2
49	COc1ccccc1NC(=O)C(C)OC(=O)/C=C/c1ccc2ccccc2n1 (configuration not stated)
  -3.0, -2, -0.5, 1, ., -1, 6, 10, -0.5
50	Cc1cc(C)nc(Nc2nc(C(N)Cc3ccccc3)cs2)n1 (configuration not stated)
  ., 19, -0.5, -2, 1.5, -8, -13, 4, -0.4
51	CC[N+]1(CC)CC2=Cc3c(ccc4ccccc34)C(C)C2C1 (configuration not stated)
  -1.5, -13, 0.1, 5, 1.1, -4, 9, 6, 1.2
52	O=C(NCC1CCCO1)c1cc(-c2ccc(F)cc2)no1 (configuration not stated)
  -1.7, 9, 0.8, 0, -3.4, 14, -5, 17, -3.0
53	O=C(Nc1cccnc1)C1CCCN(S(=O)(=O)c2cccc3nsnc23)C1 (configuration not stated)
  2.7, -26, -5.1, 1, 5.3, 5, -14, 10, -0.1
54	CN(/N=C/c1ccncc1)c1cnc2ccccc2n1
  -1.8, -11, -1.3, -5, ., 22, -8, 33*, 0.0
55	Cc1cc2cc3c(cc2nc1SCC(=O)N1CCN(C(=O)c2ccco2)CC1)OCO3
  2.7, 3, -1.3, -2, 0.1, 15, -7, 11, 0.8
56	COC(=O)c1ccc(CN2C(=O)c3ccccc3C2=O)cc1
  -0.1, -2, -5.1, -2, 2.7, -6, -42, -3, 0.8
